AHR activator = activates the human aryl hydrocarbon receptor. AHR-responsive luciferase reporter cells, luminescence. activation, % at 5 µM. hit rate 2.5% among 320,000. AID 2796; in the data active = activation above about 47%;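 also: 0% = vehicle wells and 100% = reference agonist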
HCV core dimer = HCV core protein dimerization inhibition; TR-FRET GST/Flag-core106 dimerization, 1536-well; hit rate 0.33% among 300,000; inhibition, % at 5 µM;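 active = inhibition above the mean of all tested compounds plus 3 SD, set per screening campaign, cut at about 45% in these data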
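Assay system – GST-tagged and Flag-tagged HCV core protein residues 1-106 · Quantity – core106 proteins, GST 13.5 nM and Flag 17 nM · Benchmarks – unlabelled core106 and no-GST-core106 wells · Read-out basis – percent inhibition of core106 dimerization signal · Detection – time-resolved FRET, ex 340 nm, em 617 and 671 nm · Schedule – 4 h at 22.5 °C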
procasp7 counter = counter-screen for procaspase-3 activators: activators of human procaspase-7; P55210; recombinant procaspase-7, Ac-DEVD-pNA absorbance 405 nm; D23A/D198A/D206A triple mutant, cannot self-cleave; scale: DMSO 0, 5 µM enzyme 100; activation, % at 8.5 µM; hit rate 0.093% among 330,000; AID 463210;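 active = percent activation above the screen-wide mean plus 3 SD, cut at about 25% in these data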
Target sequence (P55210 whole entry D23A/D198A/D206A): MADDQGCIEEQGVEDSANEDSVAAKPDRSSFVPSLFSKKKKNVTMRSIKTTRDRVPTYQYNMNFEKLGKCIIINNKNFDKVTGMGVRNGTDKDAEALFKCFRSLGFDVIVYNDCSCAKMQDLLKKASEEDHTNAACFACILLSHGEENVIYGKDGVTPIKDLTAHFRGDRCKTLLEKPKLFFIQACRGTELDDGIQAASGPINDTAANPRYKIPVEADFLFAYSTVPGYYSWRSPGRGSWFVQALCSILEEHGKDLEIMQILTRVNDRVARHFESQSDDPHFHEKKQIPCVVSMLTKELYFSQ
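Material: Procaspase-7 triple mutant (PC-7 D3A) | Quantity: 2 µM procaspase-7 mutant as dispensed | Reagent: DEVD-pNA substrate | Times: 1 h preincubation, 2 h reaction | Technique: 405 nm absorbance of p-nitroaniline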
PP5 inh = PP5 (human) phosphatase inhibition | P53041 | purified PP5c, OMFP substrate fluorescence | inhibition, % at 6.7 µM | hit rate 0.18% among 320,000 | AID 1987;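 active = inhibition above the campaign's mean inhibition across all tested compounds plus 3 SD, cut at about 9.5% in these data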;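 also: 0% = DMSO only and 100% = 100 µM cantharidin control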
procasp3 activ = procaspase-3 (human) activation | P42574 | recombinant procaspase-3 D3A, Ac-DEVD-pNA absorbance 405 nm | activation, % at 8.5 µM | hit rate 0.11% among 330,000;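 active = activation above the mean of all tested compounds plus 3 SD, cut at about 21% in these data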;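 also: 0% = DMSO alone and 100% = DMSO wells spiked with extra 5 µM PC-3 D3A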
Target sequence (P42574 whole entry D9A/D28A/D175A): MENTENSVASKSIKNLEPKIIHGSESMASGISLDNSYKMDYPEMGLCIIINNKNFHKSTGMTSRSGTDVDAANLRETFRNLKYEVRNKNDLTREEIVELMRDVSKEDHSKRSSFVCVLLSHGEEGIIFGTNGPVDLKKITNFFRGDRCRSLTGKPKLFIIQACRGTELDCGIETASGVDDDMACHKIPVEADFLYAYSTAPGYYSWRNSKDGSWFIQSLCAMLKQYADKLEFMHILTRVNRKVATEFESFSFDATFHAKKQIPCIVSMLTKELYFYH
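Assay system: Autoprocessing-dead procaspase-3 D3A mutant enzyme; also added: Ac-DEVD-pNA; doses: one concentration, 8.5 µM nominal, 0.8% DMSO; times: 1 h compound preincubation, 2 h substrate hydrolysis at 25 °C; technique: 405 nm absorbance of p-nitroaniline, reads at 0 and 120 min; measure: % activation between DMSO and enzyme-spiked controls; repeats: single replicate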
TPT1 inhibitor = C. albicans TPT1 enzyme inhibition; inhibition, % at 5 µM; hit rate 0.81% among 300,000; AID 1962; recombinant caTPT1, FP RNA substrate dephosphorylation;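 active = inhibition above the mean of all tested compounds plus 3 SD, set per screening campaign, cut at about 24% in these data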;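 also: plate controls were DMSO alone for no effect and ferristatin control at 100 nM for full effect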
Fh CTSL1 inh = cathepsin L1 inhibition, PFM18AAP counter-screen. recombinant F. hepatica cathepsin L1, Z-Leu-Arg-MCA fluorescence. inhibition, % at 5.96 µM. hit rate 0.49% among 300,000;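 active = inhibition above the mean of all tested compounds plus 3 SD, set per screening campaign, cut at about 17% in these data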;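 also: 0% = plate median of test compound wells and 100% = 1 µM Z-Phe-Ala-diazomethylketone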
PP1 inh = PP1-alpha (human) inhibition in PP5 counter-screen | P62136 | inhibition, % at 6.7 µM | purified PP1alpha, OMFP fluorescence | hit rate 0.9% among 320,000 | AID 2235;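 active = inhibition above the mean inhibition of all tested compounds plus 3 SD, computed separately for each screening campaign, cut at about 15% in these data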
Target sequence (P62136 whole entry, looked up): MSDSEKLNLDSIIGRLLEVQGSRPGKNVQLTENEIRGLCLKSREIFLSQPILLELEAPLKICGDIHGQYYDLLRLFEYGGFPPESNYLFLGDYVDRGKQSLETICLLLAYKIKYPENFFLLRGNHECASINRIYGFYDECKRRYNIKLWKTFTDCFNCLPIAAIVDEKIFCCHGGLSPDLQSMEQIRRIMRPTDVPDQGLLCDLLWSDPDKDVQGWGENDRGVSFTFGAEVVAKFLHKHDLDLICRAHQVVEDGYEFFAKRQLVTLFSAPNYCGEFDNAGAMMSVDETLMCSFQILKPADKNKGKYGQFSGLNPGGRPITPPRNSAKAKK
PAFAH2 inh = inhibitors of human PAFAH2; inhibition, % at 3.39 µM; Q99487; recombinant PAFAH2, FP-rhodamine activity probe, fluorescence polarization; hit rate 0.99% among 340,000;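 active = inhibition above the mean over all tested compounds plus 3 SD, cut at about 30% in these data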;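 also: inhibitors block probe labeling of enzyme so polarization drops; 0% = enzyme with DMSO and 100% = wells lacking PAFAH2 protein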
* marks the source's active call; other numbers are inactive results; · = not tested or not shown.

SMILES	AHR activator	HCV core dimer	procasp7 counter	PP5 inh	procasp3 activ	TPT1 inhibitor	Fh CTSL1 inh	PP1 inh	PAFAH2 inh
Cc1ccc(C(C(=O)NCC2CCCO2)N(C(=O)c2snc(C(N)=O)c2N)c2ccc(C(C)C)cc2)o1 (configuration not stated)	4	8	-3	0.8	3	-1	4	1	0
O=C(NC(Cc1ccccc1)C(=O)O)/C(=C\c1ccccc1)NC(=O)c1ccc(Br)o1 (configuration not stated)	-2	-6	-33	-1.1	-27	-5	-2	1	2
NNC(=O)Cn1c2ccccc2c2ccccc21	2	-5	-1	3.3	-3	0	-1	3	1
O=C(O)c1ccc(N/N=C/c2cc(Br)cs2)cc1	0	-19	-18	0.1	-2	-2	-7	2	13
COc1ccc(S(=O)(=O)N(C)c2ccc(C(=O)Nc3ccccc3C(=O)N3CCOCC3)cc2)cc1OC	3	-4	2	-1.0	2	0	0	-3	29
CC(=O)N1c2c(cc(Br)cc2S(=O)(=O)N2CCOCC2)CC1C (configuration not stated)	3	3	-3	1.9	-2	-1	0	-1	5
Cc1ccc(NC(=O)CC(=O)NCCN2CCOCC2)cc1	1	-4	15	0.1	-3	-2	3	-2	-1
Cc1cccc(NC(=O)CSc2nc3[nH]ncc3c(=O)[nH]2)c1C	2	-3	-2	0.0	3	-2	-2	-1	3
CN(c1ccccc1)S(=O)(=O)c1cccc(NS(=O)(=O)c2ccc(/C=C/C(=O)O)cc2)c1	-2	-3	6	-1.5	-5	0	0	2	8
O=C(CSc1nnc(NC(=O)c2c(F)cccc2F)s1)Nc1ccc(F)cc1	1	-5	-1	1.0	-1	1	1	-4	4
Cc1ccc(S(=O)(=O)/N=C(/c2ccc(F)cc2)N(C)C)cc1	0	-5	-15	-2.3	1	-1	2	-2	5
CCOC(=O)c1ccc(NC(=O)CSc2nnc(CNc3ccc(C)cc3)n2C)cc1	13	-8	-10	3.1	3	-5	-2	6	9
O=C(c1cc2sccc2n1Cc1ccc(F)cc1)N1CCN(c2nc3ccccc3s2)CC1	-3	3	4	2.8	8	-1	0	17*	-4
COc1cc(N(C)C)c([N+](=O)[O-])cc1C(=O)N1CCN(Cc2ccccc2)CC1	0	-3	-4	2.2	-9	-2	3	3	-1
CC#CC(=O)NCC1(N(C)Cc2ccccc2)Cc2ccccc2C1	-1	8	14	0.5	-3	2	4	-2	-5
CS(=O)(=O)Nc1cccc(-c2cn3ccccc3n2)c1	15	-4	7	3.2	8	0	-1	1	-3
CCN(CCN(C)C)C(=O)C1CCN(S(=O)(=O)c2c(C)noc2/C=C/c2ccccc2F)CC1	-1	-4	7	1.1	8	-1	-2	0	1
O=C(c1ccc(Cl)cc1)C1CCCN(C(=O)/C=C/c2ccccn2)C1 (configuration not stated)	1	5	7	-0.9	10	0	4	-3	1
CCC1Oc2ccc(C)cc2N(CC(=O)NCc2cccc(OC)c2)C1=O (configuration not stated)	8	-3	6	1.5	2	2	0	0	-5
Cc1ccc(C(=O)NC(Cc2c[nH]c3ccccc23)C(=O)O)o1 (configuration not stated)	33	-7	-2	2.7	-3	1	3	-10	4
N#CC1(C#N)C(C(N)=O)C1c1ccccc1 (configuration not stated)	-1	-16	-3	4.7	9	6	-5	1	-4
CN1C(=O)Cc2cc(S(=O)(=O)NCc3cccs3)ccc21	0	0	-12	-1.6	0	1	-1	-4	10
CCc1nnc(SCc2ccc(OC)c(Br)c2)n1N	8	3	-3	0.0	2	-5	-2	2	-4
Cc1c(NC(=O)c2ccc(Cl)s2)c(=O)n(-c2ccccc2)n1C	1	-6	-6	-2.8	1	4	-1	-4	1
O=C(CCN1CCOCC1)Nc1ccc(F)cc1	3	6	-3	1.8	3	0	-4	1	-1
O=S(=O)(c1cccc(C(F)(F)F)c1)N1CCN(C(=S)NC2CC2)CC1	0	-8	4	0.1	-1	0	1	2	5
Cc1ccccc1-n1nc2c(c1NC(=O)C1CCCC1)CS(=O)(=O)C2	1	-12	-1	-0.6	10	-1	-6	0	-6
COC(=O)c1c(NC(=O)CN2CCCc3ccccc32)sc(C)c1C	8	-3	-16	0.7	7	11	1	1	-1
CCOC(=O)c1c(N)nn(C(=O)c2ccccc2)c1-c1ccccc1	25	3	-6	5.0	-2	-2	-6	5	6
O=c1[nH]n(Cc2ccccc2)c2ccccc12	3	8	-1	-1.2	8	1	-2	1	0
CSc1nc(C)c(CCOCc2ccc(F)cc2)c(=O)[nH]1	-3	-3	10	-2.0	3	2	-1	2	·
CCCCCNC(=O)c1c[nH]c2ccc(S(=O)(=O)N3CCC4(CC3)OCCO4)cc2c1=O	1	1	1	1.5	6	-4	-2	6	-5
Cc1cc(C(=O)OCC(=O)N2CC(C)OC(C)C2)c2ccccc2n1 (configuration not stated)	3	-4	1	-0.5	-3	-1	-2	-2	3
O=C1CC(Sc2ccc(Cl)cc2)C(=O)N1c1ccc2c(c1)OCCO2 (configuration not stated)	-1	1	-29	-2.5	-28	-2	-3	-8	7
CCOc1cc(C(=O)CCC(=O)OCC(=O)Nc2ccc(C)c(S(=O)(=O)N(C)C)c2)ccc1O	-1	3	2	-1.0	-1	2	-14	-3	-2
C/C(CC(=O)NC12CC3CC(CC(C3)C1)C2)=N\NC(=O)c1ccc(F)cc1	2	4	-2	0.8	6	-5	0	-2	5
COc1ccc(-n2c(SCC(N)=O)nnc2-c2cccnc2)cc1	1	1	-6	0.1	3	0	1	-2	3
CCN(CC)CC(=O)Nc1cccc(S(=O)(=O)N2CCCC2)c1	-1	-1	1	3.3	1	-2	2	-5	2
COc1ccc(S(=O)(=O)N2c3ccccc3NC(=O)CC2C)cc1 (configuration not stated)	0	-2	9	-0.3	2	-4	-6	-1	0
CCOc1c(N2CCCCC2)c(=O)c1=O	-1	-11	-6	-0.5	1	0	1	-4	4
CCOC(=O)C1CCN(c2cc3c(cc2NC(=O)c2ccccc2OCC)n(C)c(=O)n3C)CC1	6	-2	-4	-3.2	3	-1	15	6	13
O=[N+]([O-])c1cccc(-c2nc(Oc3ccc(Cl)cc3)c3ccccc3n2)c1	2	-3	-13	-0.6	0	4	-2	5	·
O=c1c2ccccc2nc2ccc(NCc3ccco3)nn12	8	10	-2	-1.7	-14	-12	-1	0	14
CCOc1ccc(NC(=O)CN(C)C(=O)c2ccc3c(c2)C(=O)N(CCC(C)C)C3=O)cc1OCC	2	-3	2	2.7	-6	-2	2	-3	1
CN1CCN(C(=O)c2cnn3c(C(F)(F)F)cc(-c4cccs4)nc23)CC1	2	-2	-4	0.0	-5	-2	-7	0	-3
CC(NS(=O)(=O)c1ccc(Cl)cc1)C(=O)OCC(=O)c1ccc[nH]1 (configuration not stated)	1	·	-8	1.6	-2	·	·	-1	-3
CC(C)n1cc(CN2CCC(n3nccc3NC(=O)C3CCCC3)CC2)cn1	0	-5	-2	0.2	-6	1	0	-3	-2
CN1CCN(S(=O)(=O)c2ccc(NC(=S)NC(=O)c3ccccc3)cc2)CC1	-1	0	-21	-3.4	-7	-4	-2	-2	1
COc1ccc2nc(SCC(=O)N(C)C3CCCCC3)[nH]c2c1	2	·	-9	0.8	5	·	·	-2	3
O=C(CCc1ccc(S(=O)(=O)N2CCOCC2)cc1)OCC(=O)c1ccccc1F	1	·	0	·	5	·	·	·	1
CC(C)(C)c1ccc(OCCSc2nc3ccccc3n2CC(=O)O)cc1	0	5	17	3.9	4	0	0	3	-4
CCC(C)N1CCC2(CC1)N=c1c(c3c4c5c(C)c(O)c3c(O)c1=NC(=O)C(C)=CC=C[C@H](C)[C@H](O)[C@@H](C)[C@@H](O)[C@@H](C)[C@H](OC(C)=O)[C@H](C)[C@@H](OC)C=CO[C@@](C)(O5)C4=O)N2 (some centres not stated)	-1	-17	14	0.2	4	1	8	-2	-5
Cc1ccc(S(=O)(=O)N(Cc2n[nH]c(=S)n2-c2ccccc2)c2ccccc2)cc1	-1	3	-25	0.5	-13	-5	2	2	-2
CN(C)CCNC(=O)C1CC(=O)N(c2ccc(F)c(Cl)c2)C1 (configuration not stated)	1	-4	6	-1.1	2	-3	4	-2	1
COc1ccc(C2C(C(=O)c3ccco3)=C(O)C(=O)N2c2nnc(C)s2)cc1 (configuration not stated)	-1	-5	-21	0.8	-4	-5	2	-1	2
Cc1ccccc1OCC(=O)Nc1ccc(N2CCN(C)CC2)c(Cl)c1	-3	-17	-5	2.3	-1	3	-2	0	2
CCOc1cc(/C=N/NC(=O)c2ccc(CSc3nncn3C)cc2)ccc1OCC(=O)N1CCOCC1	5	1	12	-3.4	-4	0	6	-5	6
Cc1ccc(/C=C2\CCC(C3CCCC3)C2=O)cc1 (configuration not stated)	-1	1	7	0.1	11	-3	-1	2	-6
CC(=O)N1CCCc2cc(S(=O)(=O)N3CCc4ccccc4C3)ccc21	3	0	9	-1.5	-4	-4	10	-2	-4
O=C(Nc1ccccc1)[C@@H]1CC=C[C@@H]2CCN(C3CCCCC3)C(=O)[C@@H]21	2	-4	5	2.6	-2	-4	-3	1	-3
(further entries)
SMILES	AHR activator	HCV core dimer	procasp7 counter	PP5 inh	procasp3 activ	TPT1 inhibitor	Fh CTSL1 inh	PP1 inh	PAFAH2 inh
O=c1[nH]snc1-c1c(Cl)cccc1Cl	0	-4	6	4.6	11	1	-3	-4	-5
CC(=O)Nc1ccc(NC(=O)COC(=O)c2ccccn2)cc1	2	-11	-1	1.9	-4	1	2	6	-5
[O-]/C(=C(\C(=S)NCc1ccco1)[n+]1ccccc1)c1ccccc1Br	-1	20	-13	0.3	-9	1	5	1	-3
COc1ccc(OCC(=O)Nc2c(C(=O)N3CCC(N4CCCCC4)CC3)oc3ccccc23)cc1	0	-1	6	-1.3	14	3	1	-3	4
COc1ccc(CCCC(=O)Nc2cc(C)ccc2OC)cc1	-2	-6	-6	-0.3	-2	-3	4	4	-13
Cc1cc(N2CCCCC2)nc(N)n1	-2	-5	0	1.3	12	-1	-4	-1	5
O=C(Nn1c(-c2ccccc2)nc2ccccc2c1=O)C1CCC1	47*	-3	-2	2.5	8	-2	-2	0	-1
Cn1cnnc1SCc1ccc(C(=O)N=Nc2c(O)n(Cc3ccc(Cl)cc3)c3ccccc23)cc1	13	28	-4	2.3	1	-4	3	20*	-4
CCN(CC(=O)Nc1ccc(OC)cc1)C(=O)Cc1coc2cc(C)c(C)cc12	13	·	-9	2.5	7	·	·	3	8

Single records (already shown). Order of values: AHR activator	HCV core dimer	procasp7 counter	PP5 inh	procasp3 activ	TPT1 inhibitor	Fh CTSL1 inh	PP1 inh	PAFAH2 inh
`COc1ccc(CCCC(=O)Nc2cc(C)ccc2OC)cc1` across the screens: -2	-6	-6	-0.3	-2	-3	4	4	-13
`CCN(CC(=O)Nc1ccc(OC)cc1)C(=O)Cc1coc2cc(C)c(C)cc12` across the screens: 13	·	-9	2.5	7	·	·	3	8
`O=c1[nH]snc1-c1c(Cl)cccc1Cl` across the screens: 0	-4	6	4.6	11	1	-3	-4	-5

Rows are unselected. Share with any hit: about 5.6%.
